# TAAR1 antagonist – human TAAR1 antagonism. hit rate 1.5% among 360,000. inhibition, % at 3 µM. CHO RD-HGA16 TAAR1, Fluo-8 calcium fluorescence, antagonist;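 active means inhibition above a per-plate cutoff, the mean inhibition of test compounds on that plate plus 3 SD, cut at about 49% in these data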;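 further: 0% = DMSO plus EC80 beta-PEA response and 100% = DMSO alone without agonist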
# Target sequence (Q96RJ0 whole entry, looked up): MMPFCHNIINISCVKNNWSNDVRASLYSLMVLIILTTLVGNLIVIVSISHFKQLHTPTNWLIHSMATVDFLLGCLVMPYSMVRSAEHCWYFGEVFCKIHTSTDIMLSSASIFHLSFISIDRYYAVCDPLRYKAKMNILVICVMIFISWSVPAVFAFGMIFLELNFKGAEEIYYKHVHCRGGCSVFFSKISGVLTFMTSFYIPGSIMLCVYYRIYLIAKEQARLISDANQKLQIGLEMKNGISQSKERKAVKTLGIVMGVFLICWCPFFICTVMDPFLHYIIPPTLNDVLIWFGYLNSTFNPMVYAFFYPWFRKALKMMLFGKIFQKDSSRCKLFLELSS
#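 Test system – hTAAR1-expressing CHO RD-HGA16 cells, Gα16-coupled · Also added – β-PEA at EC80 concentration, post-compound challenge · Compound – 3 µM, single point · Incubation – dye loading 75 min at 37 °C, then 30 min room temperature · Measured by – Fluo-8 intracellular calcium dye fluorescence, real-time kinetic reads · Benchmarks – vehicle and agonist controls · Replicates – singlicate, one well per test compound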
# TAAR1 agonist – human TAAR1 agonism. activation, % at 3 µM. CHO RD-HGA16 TAAR1, Fluo-8 calcium fluorescence; vehicle wells 0%, saturating PEA agonist 100%. Q96RJ0. AID 624467. hit rate 0.99% among 360,000;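 active means activation above the mean activation of all test compounds in the run plus 3 SD, cut at about 38% in these data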
#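 Test system: RD-HGA16 (CHO) cells co-expressing Gα16 and hTAAR1 | Doses: Single dose, 3 µM | Schedule: 17-24 h seeding, 75 min 37 °C dye, 30 min RT | Evaluation: % activation from peak over basal fluorescence ratio, DMSO-to-PEA scaled | Technique: Kinetic Fluo-8 calcium fluorescence | Benchmarks: Low control DMSO, high control PEA (EC100)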
# An asterisk follows results filed as active. A portion of the library; count on the stated rates, not on these rows.
SMILES,TAAR1 antagonist,TAAR1 agonist
Nc1[nH]c(C(=O)c2ccc(Br)cc2)c(-c2ccc(Cl)c(Cl)c2)c1C(=O)NCCc1c[nH]c2ccccc12,-45,5
CCCCNc1cccc2c1S(=O)(=O)N[C@H](Cc1ccccc1)CO2,43,-1
COC(=O)[C@]12C[C@H](CC(=O)N3CCC(c4ccccc4)CC3)C(=O)N(Cc3ccc4c(c3)OCO4)C1=C[C@H](C(C)(C)C)O[C@@H]2C,-35,-2
c1ccc(Nc2ccc(NCCc3c[nH]c4ccccc34)cc2)cc1,5,6
COC(=O)C1(C(=O)OC)C[C@H](/C=C/c2ccccc2)N(Cc2ccccc2OC)[C@@H]1c1cccc(Br)c1,-5,0
COC(=O)c1[nH]c2cccc(OC)c2c1NC(=O)CCN1CCN(c2ccccc2F)CC1,0,6
O=C(NCc1ccco1)C(=O)NN=Cc1ccccc1O,-12,8
Oc1ccccc1,0,1
COCCCNC(=O)C[C@@H]1C[C@@]2(C(=O)OC)CC(C)(C)CC=C2N(Cc2ccc3c(c2)OCO3)C1=O,-20,4
CCCCCCCCN1C(=O)[C@H](CC(=O)NCC23CC4CC(CC(C4)C2)C3)C[C@@]2(C(=O)OCC)CCC=C12,-23,2
CCCCCCCCN1C(=O)[C@H](CC(=O)N2CCCCC2)C[C@@]2(C(=O)OC)CC(C)(C)CC=C12,-46,-2
CCCc1nc2ccccc2n1C(CC)C(=O)NC(C)(C)C (stereo not drawn),-10,6
COCCCn1cnn2c(=O)c3ccccc3nc2c1=O,-15,0
CC(C)(C)NC(=O)C(c1ccncc1)n1c(-c2ccc(C(F)(F)F)cc2)nc2ccccc21 (stereo not drawn),20,3
CCc1cc2c(nc1CC)CCCN2Cc1ccc(Br)cc1,-2,0
COC(=O)[C@]12C[C@H](CC(=O)N3CCSCC3)C(=O)N(Cc3ccc4c(c3)OCO4)C1=C[C@H](COCc1ccccc1)O[C@@H]2C,-7,0
Cc1ccc(N(C)C)cc1,-11,17
Cc1ccccc1S(=O)(=O)N1CCCc2nc(-c3ccc(F)cc3)ccc21,19,5
CCOC(=O)C1=CCN(S(=O)(=O)c2cccc(Cl)c2)C1c1cccc(Br)c1 (stereo not drawn),24,3
COC(=O)[C@]12CCCCC=C1N(Cc1ccc3c(c1)OCO3)C(=O)[C@H](CC(=O)N1CCC(c3ccccc3)CC1)C2,56*,1
C[C@H]1CN(c2ccc(N3CCN(C(=O)OC(C)(C)C)C[C@@H]3C)cc2C#N)CCN1Cc1ccccc1,9,-1
CC(=O)CCN1CCSCCS1(=O)=O,9,0
CN1C(=O)N(C)N(Cc2ccccc2)C(=O)N1Cc1ccccc1,-26,3
CC(=O)NC1CCCCN(C)C1=O (stereo not drawn),0,1
COc1cc(-c2c(C(=O)c3ccccc3)[nH]c(N)c2C(=O)NCCc2c[nH]c3ccccc23)ccc1F,7,5
CCCCS(=O)(=O)N1CCN(C(=O)C(=O)c2cccc(C(F)(F)F)c2)CC1,-27,1
COC(=O)C1=C(C)N(Cc2ccc(F)cc2)C(=S)NC1c1cccc(Br)c1 (stereo not drawn),54*,-1
CC(=NNC(N)=O)c1ccc(Cl)c(-n2cccc2)c1,-8,1
CSCCC(c1nc2ccccc2[nH]1)n1c(=O)c(-c2cc3ccccc3[nH]2)nc2ccccc21 (stereo not drawn),-16,-1
C=CCN1CC(COCc2ccccc2)OCCS1(=O)=O (stereo not drawn),-6,0
CC(C)(C)N1C(=O)c2ccccc2NC(=O)C1C(=O)Nc1ccc2c(c1)OCCO2 (stereo not drawn),-8,3
COC(=O)COc1ccc(S(=O)(=O)Nc2cc(OC)ccc2OC)cc1,-9,7
Clc1ccc(-c2csc(NCC3CCCO3)n2)cc1 (stereo not drawn),-17,0
Cc1ccc(NC(=O)OC[C@@H]2CSCCS(=O)(=O)N2)cc1,-1,1
C[C@@H]1CN([C@@H](C)CO)C(=O)CCCn2cc(nn2)CO[C@H]1CN(C)S(C)(=O)=O,16,2
COc1cccc(-c2cc(CNC(=O)[C@@H](Cc3ccccc3)NC(=O)[C@H]3O[C@@H](n4cnc(C(N)=O)n4)[C@H](O)[C@@H]3O)no2)c1,-23,2

# Looked up one by one from the entries so far (5):
SMILES,TAAR1 antagonist,TAAR1 agonist
COC(=O)COc1ccc(S(=O)(=O)Nc2cc(OC)ccc2OC)cc1,-9,7
CC(C)(C)N1C(=O)c2ccccc2NC(=O)C1C(=O)Nc1ccc2c(c1)OCCO2 (stereo not drawn),-8,3
CSCCC(c1nc2ccccc2[nH]1)n1c(=O)c(-c2cc3ccccc3[nH]2)nc2ccccc21 (stereo not drawn),-16,-1
C[C@@H]1CN([C@@H](C)CO)C(=O)CCCn2cc(nn2)CO[C@H]1CN(C)S(C)(=O)=O,16,2
CC(=NNC(N)=O)c1ccc(Cl)c(-n2cccc2)c1,-8,1

# Next section
SMILES,TAAR1 antagonist,TAAR1 agonist
O=C(NC1CCCCC1)C(CCc1ccccc1)n1c(=O)c(-c2ccccc2)nc2ccccc21 (stereo not drawn),-23,-1
COC(=O)[C@]12C[C@H](CC(=O)NCCC(C)C)C(=O)N(Cc3ccccc3)C1=C[C@H](C(C)(C)C)O[C@@H]2C,-21,-2
CCCc1c(Cc2cccc(F)c2)ncn1CCc1ccccc1OC,35,50*
CC(=O)C[C@@H]1SC[C@H](c2ccccc2)N1S(=O)(=O)c1ccc(C)cc1,-3,-2
CC1(C(=O)Nc2ccc3c(c2)OCCO3)CN(S(C)(=O)=O)CC(=O)N1CCCn1ccnc1 (stereo not drawn),-14,1
COCCN(Cc1ccc(C)cc1)C(=O)[C@@H](Cc1ccccc1)NC(=O)[C@H]1O[C@@H](n2ccc(=O)[nH]c2=O)[C@H](O)[C@@H]1O,-33,0
CCc1c(-c2cccc(OC)c2)ncn1CCc1ccccc1OC,-11,13
C[C@H]1CNC(=O)c2c(C(=O)N3CCN(c4ccccc4)CC3)ncn21,13,0
CN(Cc1ccccc1)C(=O)c1ccc(NC(=O)Cc2ccc(NC(=O)C3CCN(C(=O)C4CC4)CC3)cc2)cc1,-23,1
COC(=O)CC(=O)CC(NS(=O)(=O)c1ccc(C)cc1)c1ccccc1 (stereo not drawn),-17,1
CN(c1ccc(NC(=O)Cc2c[nH]c3ccccc23)cc1)c1ccccn1,26,3
CCOC(=O)[C@]12CCCC=C1N(CCC1=CCCCC1)C(=O)[C@H](CC(=O)NCCC(C)C)C2,-5,-3
COc1cc(-n2c(C)cc(O)cc2=O)ccc1Cl,-12,0
C#CCNC(=O)C[C@H]1C[C@@]2(C(=O)OC)C(=C[C@H](C(C)(C)C)O[C@@H]2C)N(CCC2=CCCCC2)C1=O,-23,-2
Cc1cc(NC(=O)Cc2cn(Cc3ccccc3)c3ccccc23)ccc1Oc1cccnc1,-2,-1
CCOC(=O)C1=CCN(S(=O)(=O)c2ccc([N+](=O)[O-])cc2)C1c1ccc(C)cc1 (stereo not drawn),32,1
Cc1ccc(S(=O)(=O)N2[C@@H](Cc3ccccc3)CO[C@H]2CC(=O)c2cccs2)cc1,9,2
COC(=O)c1cc2c(c3c4ccccc4n(S(=O)(=O)c4ccc(OC)cc4)c13)C(=O)N(Cc1ccccc1OC)C2,-12,-1
COCc1cc(N2CCN(C(=O)OC(C)(C)C)C[C@H]2C)ccc1N1CCN(Cc2ccccc2)[C@@H](C)C1,-3,-2
Cc1ccc(S(=O)(=O)NC(=O)ON=Cc2ccc3c(c2)OCO3)cc1,-7,1
COC(=O)[C@]12C[C@H](CC(=O)NCCc3ccccc3OC)C(=O)N(Cc3ccccc3)C1=C[C@H](C(C)(C)C)O[C@@H]2C,54*,65*
Nc1[nH]c(C(=O)c2ccccc2)c(-c2ccc3c(c2)OCO3)c1C(=O)NCCc1c[nH]c2ccccc12,15,6
COC(=O)[C@]12C[C@H](CC(=O)NCCC(C)C)C(=O)N(Cc3ccc4c(c3)OCO4)C1=C[C@H](C(C)(C)C)O[C@@H]2C,-32,-2
COc1ccc(CN2C[C@@]3(O)CC[C@@H](O)[C@@H](OC)[C@@H]3[C@@](C)(O)[C@@H]2CC=C(C)C)cc1,-19,1

# Nothing new here: two of the compounds above.
SMILES,TAAR1 antagonist,TAAR1 agonist
COc1cc(-n2c(C)cc(O)cc2=O)ccc1Cl,-12,0
C#CCNC(=O)C[C@H]1C[C@@]2(C(=O)OC)C(=C[C@H](C(C)(C)C)O[C@@H]2C)N(CCC2=CCCCC2)C1=O,-23,-2

# The list continues:
SMILES,TAAR1 antagonist,TAAR1 agonist
NC1(N2SC(S)=C3CCCC=C32)CCCCC1,-15,1
C=CC[C@]12C[C@@]3(O[C@H](c4ccc(C(F)(F)F)cc4)N=C3C[C@H](c3ccc(OC)cc3)[C@H]1C)N(Cc1ccncc1)C2=O,-45,0
Cn1c(=O)c2c(c3ccccc31)OC(C)(C)C=C2,-18,-1
COC(=O)c1cc2c(c3c4cc(C)ccc4n(S(=O)(=O)c4cccc(C)c4)c13)C(=O)N(Cc1ccccc1OC)C2,-34,0
O=C(C[C@@H]1CC[C@H](NC(=O)c2ccc3c(c2)OCO3)[C@@H](CO)O1)NCc1ccc(F)cc1,1,1
COC(=O)c1cc2c(c3c4ccccc4n(S(=O)(=O)c4cccc(C)c4)c13)C(=O)N(Cc1ccccc1)C2,-30,3
COc1ccc(-c2cc(=O)oc3cc(OCC(=O)c4cccc([N+](=O)[O-])c4)ccc23)cc1,-4,1
Cc1cc(N2CCN(C(=O)OC(C)(C)C)C[C@@H]2C)ccc1Br,39,-1
COc1ccc2c(c1)[C@@]1(OCCC=C[C@H]1C)C(=O)N2Cc1ccccc1C(F)(F)F,-49,6
CC(NC(=O)c1c(N)[nH]c(C(=O)c2ccc(Cl)cc2)c1-c1ccc(Br)cc1)c1cccc2ccccc12 (stereo not drawn),-16,1
CCCCCCCCN1C(=O)[C@@H](CC(=O)NCc2cccc(C(F)(F)F)c2)C[C@@]2(C(=O)OC)C1=C[C@H](C(C)(C)C)O[C@@H]2C,-30,0
O=C1Nc2ccccc2-n2nnnc2C1N1CCN(c2ccc(C(F)(F)F)cn2)CC1 (stereo not drawn),-1,16
CC(C)(C)OC(=O)Nc1ccccc1-n1nnnc1C(C(=O)c1ccccc1)N1CCN(c2ccccn2)CC1 (stereo not drawn),-5,2
C=CCn1nc(C(=O)Nc2ccc(OC)cc2)cc1-c1sc(NC(=O)c2ccccc2)nc1C,-6,2
Cc1ccc(N(C)c2nc(N)nc(N)c2N=O)cc1,24,59*
CCN1CCN(Cc2ccc(NC(=O)c3cccc(-c4ccc5nc(NC(=O)C6CC6)sc5n4)c3)cc2C(F)(F)F)CC1,66*,17
NC(=O)[C@@H]1CCCN1C(=O)[C@H](CCc1ccccc1)NC(=O)[C@H]1O[C@@H](n2cnc3c(N)ncnc32)[C@H](O)[C@@H]1O,-1,2
COC(=O)C1=C(C)N(Cc2ccccc2C(F)(F)F)C(=NCc2cc(OC)c(OC)c(OC)c2)NC1c1ccccc1 (stereo not drawn),-7,11
COC(=O)[C@@]12C[C@@H](CC(=O)NCCCN3CCCC3=O)C(=O)N(Cc3ccccc3)C1=CCC(C)(C)C2,-14,1
C(=CCSc1ccccn1)CSc1ccccn1,-12,2
CCOC1=C2CN(S(=O)(=O)c3ccc(C)cc3)C(c3cccc(Cl)c3)CC2N(S(=O)(=O)c2ccc(Cl)cc2)C(c2ccccc2)C1 (stereo not drawn),-17,0
COC(=O)C1=C(C)N(Cc2cccc(C(F)(F)F)c2)C(=NCC2CC2)NC1c1ccccc1 (stereo not drawn),97*,121*
CC[C@H](NC(=O)[C@@H](Cc1ccccc1)NC(=O)[C@H]1O[C@@H](n2cnc3c(=O)[nH]c(N)nc32)[C@H](O)[C@@H]1O)c1ccccc1,-21,1
COCC(=O)N1CCN(C(=O)C(=O)c2cccc(C(F)(F)F)c2)CC1,-23,5
CCCc1c(Cc2cccc(F)c2)ncn1Cc1cccc(-c2ccccc2)c1,-1,3
COC(=O)[C@@]12C[C@@H](CC(=O)NCCCCc3ccccc3)C(=O)N(CCc3ccc(OC)c(OC)c3)C1=CCC(C)(C)C2,22,2
FC(F)(F)c1ccccc1CN1CCCc2nc(-c3ccccc3)ccc21,-32,-1
COC(=O)c1ccc(-c2cccc(CN3CCN(c4ncc(Cc5ccccc5)cn4)CC3)c2)cc1,-34,3
COC(=O)c1ccccc1S(=O)(=O)NC(=O)[C@H]1O[C@@H](n2ccc(=O)[nH]c2=O)[C@H](O)[C@@H]1O,-3,0
CCCCNC(=O)C(NC(=O)c1ccc(-c2ccccc2)cc1)C(=O)c1ccccc1 (stereo not drawn),-9,2
COCc1[nH]nc2c1C(c1ccc3c(c1)OCO3)N(Cc1ccccc1)C2=O (stereo not drawn),9,1

# Source: PubChem BioAssay
